Menin-MLL TR inh = menin-MLL binding inhibition, Texas Red mutant peptide. 270,000 compounds, 0.23% hits. Potency, µM (doses to about 61.6 µM), for the others: at the top dose FP activity change, negative = inhibition, hits mostly inhibitors. Menin + Texas Red MLL mutant peptide, fluorescence polarization; active = well fitted inhibition curve with a large enough effect in the polarisation, with a control signal flat, not every such curve was filed as active; inconclusive = small, poorly fitted or top-dose-only effect, or effect the other way, or a change in a side signal; inactive = no such curve, though single readings can be large or run the other way; the % refers to the polarisation; also: potency is read from the fitted curve at half-maximal effect; % of control where 0% means no effect; many of its hits are not listed in these tables
Target sequence (O00255 whole entry, looked up): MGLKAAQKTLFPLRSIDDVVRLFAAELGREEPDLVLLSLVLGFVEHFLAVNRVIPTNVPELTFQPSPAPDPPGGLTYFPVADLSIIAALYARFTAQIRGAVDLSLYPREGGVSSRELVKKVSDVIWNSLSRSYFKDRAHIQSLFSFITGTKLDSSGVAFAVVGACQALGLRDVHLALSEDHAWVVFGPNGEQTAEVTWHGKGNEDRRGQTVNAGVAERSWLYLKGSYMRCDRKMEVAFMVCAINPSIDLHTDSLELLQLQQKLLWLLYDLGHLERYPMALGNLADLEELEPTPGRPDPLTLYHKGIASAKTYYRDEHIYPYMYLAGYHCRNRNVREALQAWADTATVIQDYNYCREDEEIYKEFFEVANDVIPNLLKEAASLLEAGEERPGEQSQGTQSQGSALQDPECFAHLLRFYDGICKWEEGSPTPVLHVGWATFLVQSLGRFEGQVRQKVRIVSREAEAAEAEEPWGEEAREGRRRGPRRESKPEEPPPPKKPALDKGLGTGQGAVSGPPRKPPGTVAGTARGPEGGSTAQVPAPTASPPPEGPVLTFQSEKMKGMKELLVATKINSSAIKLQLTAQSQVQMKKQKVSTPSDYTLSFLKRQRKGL
USP2a block = inhibitors of human ubiquitin-specific protease USP2a; USP2 core, Ub-CHOP2 coupled fluorogenic reporter, 485/531; O75604; Potency, µM (top dose mostly 38.3 µM), without a hit: top-dose activity change, negative = inhibition, most hits filed as inhibitors; 330,000 compounds, 0.01% hits;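 also: potency is read from the fitted curve at half-maximal effect; plate controls were DMSO wells for no effect and full inhibition by NEM control for full effect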
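Cell-free coupled assay: 10nM USP2 core preincubated 30min RT with compound in Tris-HCl pH 8.0/CaCl2/CHAPS buffer, then 25nM Ub-CHOP2 and 25nM reporter substrate; fluorescence (Ex 485/Em 531) read after 60min RT, normalized to NEM inhibition, concentration-response curves fitted.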
S-ASM inh = human S-ASM enzyme inhibition. 340,000 compounds, 0.006% hits. placental ASM, HMU-PC fluorogenic substrate, 60 min. P17405. Potency, µM (titrated, usually from 57.5 µM), for the others: at the top dose activity change, negative = inhibition, usual class: inhibitors; also: potency is read from the fitted curve at half-maximal effect
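Fluorogenic HMU-PC substrate (9 uM final) is turned over by placental ASM in 60 min at 37 C after a 10 min compound preincubation. Reaction ended by alkaline stop (pH 10), with fluorescence read at 386/447 nm.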
BCR signal inh = inhibitors of chronic active B-cell receptor signaling | AID 493014 | 340,000 compounds, 0.05% hits | Potency, µM (titrated, usually from 46.1 µM), for inactives: at the top dose ratio change, negative = lower green/red ratio, hits mostly inhibitors | ABC-DLBCL IkBa-CBG/CBR reporter, luminescence ratio, 4 h; active = well fitted inhibition curve with a large enough effect in the signal ratio, with a control signal flat, not every such curve was filed as active; inconclusive = small, poorly fitted or top-dose-only effect, or effect the other way, or a change in a side signal; the % refers to the signal ratio;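 also: potency is read from the fitted curve at half-maximal effect; plate controls were basal doxycycline-induced cells for no effect and cells given 10 µM MG132 for full effect; MG132 reads +100%, hits lower the ratio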
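Concentration-response series (up to 46 uM) were applied to TMD8 dual-reporter cells for 4 h at 37C with doxycycline. Green/red ratio, after filter-overlap correction, defined %Activity; red signal alone was normalised to basal cells and zero luminescence.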
hERG WT inh = KCNH2 (human, wildtype) channel inhibition; U2OS, BacMam KCNH2, thallium flux FluxOr; stronger effect = lower value; activity change, % at 1.84 µM; 340,000 compounds, 0.37% hits; AID 720551;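 active = maximum activity change below -70%; inconclusive = maximum activity change between -70% and -50%; inactive = maximum activity change above -50%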; also: % is scaled to controls: 0 for no effect and ±100 for the full control effect
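U2OS cells transduced with wild-type KCNH2 virus are loaded with FluxOr dye for 45 min, and thallium flux is measured in kinetic reads before and after stimulation buffer. Rate constants are normalized to DMSO controls.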
TSHR antag = antagonists of human thyroid stimulating hormone receptor; 330,000 compounds, 0.2% hits; activity change, negative = inhibition, % at 11.5 µM; TSHR-expressing cells, TSH-stimulated cAMP HTRF, 2 h; stronger effect = lower value; P16473;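 active = activity change below a set negative limit, meaning inhibition stronger than a set level, cut at about -70% in these data; inconclusive = activity change between two set negative limits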; also: % is scaled to controls: 0 for no effect and ±100 for the full control effect
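Read-out is FRET at 665 nm (cryptate excitation 337 nm) from a cryptate-tagged anti-cAMP antibody, competed by cell cAMP against cAMP-d2. Compounds are tested on freshly harvested TSHR cells challenged with 4nM TSH (EC80) for 2 hours at 37 deg C.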
GALK inh = blocks human galactokinase activity | Potency, µM (doses to about 57.5 µM), without a hit: at the top dose activity change, negative = inhibition, usual class: inhibitors | Purified GALK, Kinase-Glo residual ATP luminescence | 270,000 compounds, 0.007% hits | AID 1868 | P51570; also: potency is read from the fitted curve at half-maximal effect; % is scaled to controls: 0 for no effect and ±100 for the full control effect
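Galactose (100 uM) and ATP (35 uM) were turned over by 5 nM GALK for 1 h at RT. Kinase-Glo Plus then converted the remaining ATP into a luminescent signal.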
MBNL1 CUG block = inhibitors of human MBNL1 binding to CUG repeat RNA; Q9NR56; TR-FRET MBNL1-His/biotin-(CUG)12 binding, 665/545 ratio; Potency, µM (top dose mostly 57.5 µM), for inactives: top-dose activity change, negative = inhibition, actives largely listed as inhibitors; 280,000 compounds, 0.036% hits; active = well fitted inhibition curve with a large enough effect in the signal ratio, with a control signal flat, not every such curve was filed as active; inconclusive = small, poorly fitted or top-dose-only effect, or effect the other way, or a change in a side signal; inactive = no such curve, though single readings can be large or run the other way; the % refers to the signal ratio; also: potency is read from the fitted curve at half-maximal effect; % is scaled to controls: 0 for no effect and ±100 for the full control effect
Target sequence (Q9NR56 whole entry, looked up): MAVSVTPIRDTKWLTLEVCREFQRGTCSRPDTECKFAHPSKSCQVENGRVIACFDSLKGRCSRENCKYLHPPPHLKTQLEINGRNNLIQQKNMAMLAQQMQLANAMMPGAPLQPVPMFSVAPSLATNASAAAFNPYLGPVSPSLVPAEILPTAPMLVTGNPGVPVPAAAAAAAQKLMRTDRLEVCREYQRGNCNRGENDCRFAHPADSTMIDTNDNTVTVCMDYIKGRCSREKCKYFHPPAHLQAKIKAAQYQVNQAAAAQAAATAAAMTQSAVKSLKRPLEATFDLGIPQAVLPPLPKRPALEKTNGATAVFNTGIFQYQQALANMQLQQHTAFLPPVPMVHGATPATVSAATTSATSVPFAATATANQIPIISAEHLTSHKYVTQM
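Compounds (final 92 nM to 58 uM) are added to His-tagged MBNL1 and biotin-(CUG)12, then terbium anti-His antibody and streptavidin-XL665 (5 nM final). After 60 min at room temperature, the 665/545 nm ratio is read.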
Mito fusion yeast = blocks mitochondrial division or promotes mitochondrial fusion | AID 485298 | S. cerevisiae fusion-defective mutant growth rescue, CellTiterGlo 48 h | Potency, µM (highest dose often 46.1 µM), for the others: at the top dose growth rescue (activation), hits mostly activators | 320,000 compounds, 0.23% hits;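 also: potency is read from the fitted curve at half-maximal effect; % of control where 0% means no effect; nearly all actives have a fitted effect of over 45% in size; temperature-sensitive fusion mutants such as fzo1-1 at 37 °C on non-fermentable ethanol glycerol medium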
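Luminescent cell viability in 1536-well qHTS format served as the measure of rescued growth in ts fusion-mutant S. cerevisiae cultured on non-fermentable YPEG for 48 hours at 37C.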
Eya2 inh = blocks the phosphatase activity of human Eya2; Potency, µM (doses to about 76.9 µM), for the others: at the highest dose activity, negative = inhibition, most hits filed as inhibitors; 330,000 compounds, 0.006% hits; AID 488837; recombinant Eya2, OMFP fluorescence dephosphorylation (OMFP is methylfluorescein phosphate); O00167; also: potency is read from the fitted curve at half-maximal effect; % is scaled to controls: 0 for no effect and ±100 for the full control effect
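Eya2 protein (added as 0.2 uM solution) was preincubated with compound for 10 min at ambient temperature in 50 mM HEPES pH 7.5, 50 mM NaCl, 5 uM MgCl2, 0.05% BSA, 1 mM DTT. OMFP (added at 50 uM) then reacted 10 min; fluorescence read at 485/525 nm.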
PKM2 act = PKM2 (human) enzyme activation | purified PKM2, Kinase-Glo ATP luminescence, activation; response scale: 0% is enzyme alone, no compound | P14618 | 260,000 compounds, 0.34% hits | Potency, µM (series often up to 57.5 µM), for the others: top-dose activation, actives largely listed as activators | AID 1631; also: potency is read from the fitted curve at half-maximal effect; % is scaled to controls: 0 for no effect and ±100 for the full control effect; nearly all actives have a fitted effect of over 55% in size
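Purified hPK-M2 (>95%) run at intermediate activity with 0.1 mM ADP and 0.5 mM PEP in 50 mM imidazole pH 7.2, KCl, MgCl2; 1 h room temperature. ATP formed read by Kinase-Glo luminescence; normalized to uninhibited and no-enzyme controls.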
* = called active by the depositor; i = inactive; ? = inconclusive; / = no result given; [ ] = dose if it differs, or a comment. Unless noted, calls follow the shape of the dose curve; as a rule, active = well fitted curve in the direction sought with a large enough effect; inconclusive = small, poorly fitted or top-dose-only effect, or another doubt; inactive = no such curve, though single readings can be large; an effect the other way counts as inactive or inconclusive.

SMILES	Menin-MLL TR inh	USP2a block	S-ASM inh	BCR signal inh	hERG WT inh	TSHR antag	GALK inh	MBNL1 CUG block	Mito fusion yeast	Eya2 inh	PKM2 act
O=C(NCCN1CCCCC1)c1cc(Cl)ccc1Cl	11.3%	0.8%	-4.0%	3.1%	-6.7	8.7	4.6%	4.2%	-1.7%	?	-3.0%
COc1ccc(Nc2ccccc2)c(C)c1	18.7%	-1.2%	-0.5%	4.4%	-15.2	-9.2	0.0%	-4.0%	3.9%	-33.8%	11.2%
CCOc1ccccc1Nc1nc(-c2sc(C)nc2C)cs1	-0.3%	-2.8%	-10.5%	-8.3%	i	-22.0	-0.3%	-0.5%	-13.7%	-12.7%	1.2%
CC(=O)Nc1sc(C)c(C)c1C(=O)OCC(=O)N(C)c1c(N)n(Cc2ccccc2)c(=O)[nH]c1=O	/	1.3%	0.5%	-0.9%	-0.1	2.1	/	/	-0.8%	9.7%	/
COc1cc(OC)c(C(=O)/C=C/c2ccccc2)c(O)c1O	/	-3.6%	-4.6%	-20.8%	3.5	-13.8	-2.6%	-4.5%	-39.6%[inhibitor]	-16.9%	2.7%
COCCOC(=O)c1ccc(NC(=O)COc2ccc([N+](=O)[O-])cc2)cc1	12.7%	-1.7%	-3.5%	-1.0%	0.9	1.7	6.8%	18.2%	-5.4%	-1.1%	-0.6%
Cn1c2ccccc2c2n[nH]c(=S)nc21	9.4%	0.1%	-2.7%	-1.5%	-5.0	-11.5	4.1%	?	-8.7%	-5.3%	0.7%
COC(=O)c1ccc2c(=O)n(CCN3CCOCC3)c(SCC(=O)c3ccccc3)nc2c1	/	-0.4%	10.7%	8.8%	7.4	-0.7	1.3%	0.4%	2.7%	6.9%	2.4%
CN(C)S(=O)(=O)c1ccc(C(=O)OCC(=O)c2csc(N3CCCCC3)n2)cc1	/	-0.8%	-0.2%	-1.2%	3.7	7.3	/	/	6.6%	-2.6%	/
CC(C)c1nnc(NC(=O)C2CCCCC2)s1	8.4%	-0.8%	-2.1%	?	0.0	4.5	-3.7%	-16.2%	-1.0%	-17.9%	0.1%
C=CCN1C(=O)C(CCCC)NC1=S (stereo not drawn)	9.4%	4.6%	-0.6%	1.5%	-5.1	-1.7	-1.2%	-1.7%	0.6%	-2.2%	10.2%
Cc1nnc2c(SC(C)C)nc3ccccc3n12	-26.0%	-1.1%	-6.1%	4.7%	-13.5	18.1	0.0%	338.4%[activator]	1.7%	-1.3%	0.0%
O=C(CSc1ccc(Cl)cc1)OCC(=O)N1CCN(c2ccccc2)CC1	/	-1.1%	0.3%	-5.8%	-3.7	-5.8	/	/	2.1%	-4.1%	/
CN(C)c1ccc(C(=O)NC2CCCc3ccccc32)cc1 (stereo not drawn)	0.6%	11.4%	-1.2%	?	-7.3	-4.2	0.8%	-4.8%	5.3%	7.0%	-4.3%
CSc1ncc(CN2CCc3c([nH]c4ccccc34)C2c2cccc(O)c2)cn1 (stereo not drawn)	?	-16.8%	-22.2%	?	10.1	-15.8	4.4%	3.9%	10.6%	-1.1%	-9.4%
Cc1ccc(Oc2coc3cc(OC(=O)c4cccs4)ccc3c2=O)cc1	-18.4%	1.7%	6.3%	-23.6%	4.6	-3.4	-1.2%	1.3%	4.9%	6.1%	0.6%
O=C(Nc1nc2c(s1)CCCC2)c1cc(-c2ccncc2)nc2ccccc12	-1.3%	0.9%	3.6%	-14.0%	39.2	-11.6	1.7%	-8.3%	-2.6%	-0.5%	0.8%
C=CCNC(=O)c1cc2nc(C3CC3)cc(C(F)F)n2n1	-0.5%	6.1%	0.3%	0.2%	8.0	-0.1	-0.4%	3.1%	-0.1%	-3.3%	3.7%
CCCCNc1c2c3c(cccc3n(C)c1=O)C(=O)c1ccccc1-2	-16.1%	?	-26.1%	-12.8%	-8.3	-23.4	-0.9%	?	?	?	0.1%
CC[C@]12c3[nH]c4cc(CCC(=O)N(C)C)ccc4c3CCN1C(=O)[C@@H](CC(=O)NCc1cccc(C(F)(F)F)c1)C[C@@H]2C(=O)N1CCN(C(=O)C2CC2)CC1	/	-3.0%	-1.3%	-4.6%	13.2	-1.5	/	/	/	-2.2%	/
CCOc1cc(C(=O)CCC(=O)OCC(=O)N2c3ccccc3NC(=O)C2(C)C)ccc1O	1.6%	1.1%	-2.6%	?	3.4	-3.0	-1.6%	0.9%	1.2%	-2.3%	-25.5%
COc1cccc(C(=O)CN2C(=O)C(C)(C)Oc3ccc(C(=O)N4CCCCCC4)cc32)c1	9.3%	-8.1%	-0.1%	3.4%	10.5	-3.5	1.0%	-0.7%	26.5%	4.7%	21.0%
COc1ccc(/C=C2\SC(=S)N(CCCC(=O)N3CCCCC3CCO)C2=O)cc1 (stereo not drawn)	/	-7.5%	?	/	6.7	-6.8	2.8%	?	-7.0%	-4.1%	/
Clc1ccccc1OCc1nc(-c2ccccn2)no1	-11.9%	-0.9%	-1.4%	?	-2.6	-4.4	0.1%	-7.9%	-8.0%	-14.8%	-10.4%
O=C(Cc1ccccc1)NC(NCCc1ccccc1)C(Cl)(Cl)Cl (stereo not drawn)	12.2%	1.5%	-5.7%	22.7%	-7.3	11.6	1.4%	0.3%	6.9%	-5.9%	-2.1%

The closing 2 records of the section above open the next one:
SMILES	Menin-MLL TR inh	USP2a block	S-ASM inh	BCR signal inh	hERG WT inh	TSHR antag	GALK inh	MBNL1 CUG block	Mito fusion yeast	Eya2 inh	PKM2 act
Clc1ccccc1OCc1nc(-c2ccccn2)no1	-11.9%	-0.9%	-1.4%	?	-2.6	-4.4	0.1%	-7.9%	-8.0%	-14.8%	-10.4%
O=C(Cc1ccccc1)NC(NCCc1ccccc1)C(Cl)(Cl)Cl (stereo not drawn)	12.2%	1.5%	-5.7%	22.7%	-7.3	11.6	1.4%	0.3%	6.9%	-5.9%	-2.1%
C[C@]12c3[nH]c4cc(-c5ccco5)ccc4c3CCN1C(=O)[C@@H](CC(=O)NCCc1ccccn1)C[C@@H]2C(=O)N1CCCCC1	/	-0.4%	-4.6%	?	-8.7	7.2	/	/	/	4.8%	/
Cc1ccccc1NCC(=O)N/N=C\C=C\c1cccc([N+](=O)[O-])c1	9.6%	0.8%	?	8.9%	7.1	10.5	0.6%	?	-4.5%	-11.3%	-2.1%
N#CCSc1nnc(COc2ccccc2)n1-c1ccccc1	-12.3%	-4.5%	0.1%	-9.3%	6.0	-5.7	-2.9%	14.2%	-3.2%	0.8%	-0.3%
Nc1cccc(C#Cc2ccc3c(c2)C(=O)/C(=C/c2ccsc2)O3)c1	/	0.4%	-3.5%	0.0%	-2.6	-10.4	/	/	/	6.8%	/
CC(SCC(=O)Nc1ccc(F)cc1)c1nc2ccccc2c(=O)[nH]1 (stereo not drawn)	3.7%	0.3%	-1.3%	-0.4%	7.4	3.9	-1.6%	4.9%	1.8%	-16.8%	2.8%
COc1ccc(CCNS(=O)(=O)c2csc(C(N)=O)c2)cc1OC	/	6.2%	-0.5%	3.4%	-5.6	11.1	0.8%	-3.5%	1.6%	3.4%	/
Clc1cccc(Cl)c1Cn1nnc(-c2cccs2)n1	-19.8%	-0.6%	-0.3%	7.6%	-11.0	-17.0	0.3%	0.6%	-1.7%	6.8%	-0.2%
COC(=O)c1cc2c(=O)n3ccccc3nc2n(C)c1=N	2.5%	2.0%	/	?	/	40.1	1.8%	?	0.0%	4.7%	-16.6%
CN(C)c1nc2n(c(=O)n1)CCS2	0.4%	-0.4%	2.9%	9.2%	-1.8	3.8	3.4%	6.8%	-1.9%	10.8%	4.5%
O=c1[nH]c(=O)n(Cc2ccccc2)c2c1C(C(F)(F)F)(C(F)(F)F)N=C(c1ccco1)N2	6.7%	2.3%	1.4%	-8.9%	-6.2	-4.4	/	-0.9%	7.7%	3.9%	3.0%

These rows are one share of the data; the hit share may differ from the screen's.
